14-3-3g Raf – modulators of human 14-3-3 gamma - Raf peptide interaction. P61981. FP, 14-3-3gamma / TMR-pS259-Raf peptide binding. inhibition, % at 40 µM. actives 0.19% (n = 160,000); in the data active = inhibition above about 30%;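 note: 0% = protein plus tracer without compound and 100% = blank with tracer alone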
Target sequence (P61981 whole entry, looked up): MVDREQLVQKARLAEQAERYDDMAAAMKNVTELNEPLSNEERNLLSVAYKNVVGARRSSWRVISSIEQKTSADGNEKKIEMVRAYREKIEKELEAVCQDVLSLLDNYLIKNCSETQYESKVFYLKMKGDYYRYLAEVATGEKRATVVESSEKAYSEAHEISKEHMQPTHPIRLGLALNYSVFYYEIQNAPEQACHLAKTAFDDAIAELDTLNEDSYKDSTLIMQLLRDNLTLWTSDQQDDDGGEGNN
* = called active by the depositor; & = joins results of further samples. These rows are one share of the data; count on the stated rates, not on these rows.

SMILES	14-3-3g Raf
O=C1c2cccc3cccc(c23)C(=O)N1CC1CCN(CC(O)COCc2ccc(Cl)cc2)CC1 (configuration not stated)	-3
CCCCOc1ccc(C(C)N)cc1 (configuration not stated)	-1
CCc1ccc(NC(=O)c2cccnc2)cc1	2
OC1CN=C2Sc3ccccc3N2C1 (configuration not stated)	-5
COc1cccc2cc(C(N)=O)c(=O)oc12	-10
O=S(=O)(/N=C/N1CCOCC1)c1ccc(Cl)cc1	-9
CC(C)(C)c1nc2sc3c(c2c(=O)[nH]1)CCC(C(C)(C)C)C3 (configuration not stated)	-1
CC(=O)Nc1ccc(S(=O)(=O)NCc2ccc(C(=O)N3CCOCC3)cc2)cc1	1
O=C(Nc1ccc(S(=O)(=O)Nc2nccc(C=Cc3cccc([N+](=O)[O-])c3)n2)cc1)c1ccccc1	-1
COc1ccc(OC)c(-c2cc(C(=O)Nc3c(C)nn(Cc4ccccc4C)c3C)no2)c1	-4
CCN(CC)CCN1C(=O)C(=O)c2cc(C)ccc21	-4
O=C(O)c1ccc(O)c(-n2c(=O)c3cc4c(=O)n(-c5cc(C(=O)O)ccc5O)c(=O)c4cc3c2=O)c1	-7
CCOC(=O)c1ccc(N2Cc3cc(C)c(C)cc3C2)cc1O	7
COc1ccc(OC)c(NC(=O)c2ccccc2F)c1	-8
O=P(O)(O)CCP(=O)(c1ccccc1)c1ccccc1	-2
COc1ccc(NS(=O)(=O)c2ccc3c(c2)C2C=CCC2C(c2cccc(OC)c2OC)N3)cc1 (configuration not stated)	-107
O=C1c2ccccc2C(O)(Cc2ccccc2)N1Cc1ccco1 (configuration not stated)	-4&6
CCOc1ccccc1NC(=O)C1=C(C)NC(=S)NC1c1ccccc1Cl (configuration not stated)	0
CC(=O)n1nc(C)c2c(-c3ccccc3)c3cc(Br)ccc3nc21	6
O=C(CC1SC(=Nc2ccccc2)N(c2ccccc2)C1=O)Nc1cccc(C(=O)O)c1 (configuration not stated)	1
O=C(Nc1cccc(NC(=O)c2cccnc2Cl)c1)c1ccccc1Cl	2
Cc1cc(C)n2nc(SCC(=O)NCCC3=CCCCC3)nc2n1	-8
COCCNC(=O)CSCc1nc(-c2ccc(SC)cc2)oc1C	2
COc1ccccc1C(=O)Nc1ccc(NC(=O)c2ccco2)c(Cl)c1	-3
O=C(CNS(=O)(=O)c1cccs1)N1CCN(c2ccccc2)CC1	-4
CCC(C)NC(=O)c1cc2c(=O)n3ccccc3nc2s1 (configuration not stated)	0
Cc1cc(NC(=O)c2ccc3c(c2)C(=O)N(C2CCCCC2)C3=O)no1	0
CCCOc1ccc(-c2nn(-c3ccccc3)cc2C2NC(=O)NC(C)=C2C(=O)OC(C)C)cc1C (configuration not stated)	-5
Cc1ccc2cc3cc(C(=O)Nc4ccccc4F)sc3nc2c1	-6
COc1ccc(NC(=O)CSc2cccc3cccnc23)c([N+](=O)[O-])c1	-11

Some of these compounds in order of the 14-3-3g Raf value, high to low.
SMILES	14-3-3g Raf
CC(=O)n1nc(C)c2c(-c3ccccc3)c3cc(Br)ccc3nc21	6
O=C(Nc1cccc(NC(=O)c2cccnc2Cl)c1)c1ccccc1Cl	2
Cc1cc(NC(=O)c2ccc3c(c2)C(=O)N(C2CCCCC2)C3=O)no1	0
Cc1ccc2cc3cc(C(=O)Nc4ccccc4F)sc3nc2c1	-6
Cc1cc(C)n2nc(SCC(=O)NCCC3=CCCCC3)nc2n1	-8
COc1ccc(NC(=O)CSc2cccc3cccnc23)c([N+](=O)[O-])c1	-11
COc1ccc(NS(=O)(=O)c2ccc3c(c2)C2C=CCC2C(c2cccc(OC)c2OC)N3)cc1 (configuration not stated)	-107

(cont.)
SMILES	14-3-3g Raf
Cc1ccccc1NC(=O)C1CCCN(S(=O)(=O)c2cnc[nH]2)C1 (configuration not stated)	-8
Cc1onc(-c2ccccc2Cl)c1C(=O)Nc1ccccc1Oc1ccccc1	-1
CCOC(=O)c1ccc2c(c1)nc(SCc1cn3ccsc3n1)n2CC	-11
O=C(O)CSc1n[nH]c(-c2ccco2)n1	-6
CC(=O)c1cc(-c2ccccc2)n(CC(=O)N2CCC(N3CCCCC3)CC2)c1C	-7
CCCNC(=O)C1(S(=O)(=O)c2ccc(Cl)cc2)CC1	-2
O=C(c1cc(C2CC2)on1)N1CCN(C(c2ccccc2)c2ccccc2)CC1	-1
COc1ccc(OC)c2sc(NC(=O)c3ccc(Cl)s3)nc12	-1
Cc1cccc(-n2c(N)cc(=O)[nH]c2=S)c1C	-2
COC(=O)c1cc(NC(=O)CCN2C(=O)C3C4C=CC(C4)C3C2=O)cc(C(=O)OC)c1 (configuration not stated)	0
O=c1c2sccc2nc(SCc2ccccc2F)n1Cc1ccc2c(c1)OCO2	4
CNc1nc(OC)nc(N2CCOCC2)n1	-6
Cn1c(SCC(=O)N2CCCCC2)nnc1-c1ccc(S(=O)(=O)N2CCOCC2)cc1	0
O=C(CSc1nc(-c2ccccc2)cc(=O)[nH]1)N1CCOCC1	-6
CC(NC(=O)c1cc2c(=O)n3ccccc3nc2n(CC2CCCO2)c1=N)c1ccccc1 (configuration not stated)	-2

An excerpt taken from the entries so far:
SMILES	14-3-3g Raf
CCCNC(=O)C1(S(=O)(=O)c2ccc(Cl)cc2)CC1	-2
O=C(c1cc(C2CC2)on1)N1CCN(C(c2ccccc2)c2ccccc2)CC1	-1
COc1ccc(OC)c2sc(NC(=O)c3ccc(Cl)s3)nc12	-1
Cc1cccc(-n2c(N)cc(=O)[nH]c2=S)c1C	-2
COC(=O)c1cc(NC(=O)CCN2C(=O)C3C4C=CC(C4)C3C2=O)cc(C(=O)OC)c1 (configuration not stated)	0

Remaining list, next part:
SMILES	14-3-3g Raf
Cc1ccc(S(=O)(=O)CCC(=O)OCC(=O)Nc2cc(C)on2)cc1	1
CCn1nccc1C(=O)Nc1cc(Cl)ccc1Cl	1
COCc1nnc(NC(=O)c2ccc(S(=O)(=O)N(C)C)cc2)o1	-6
Cc1onc(-c2ccccc2)c1C(=O)Nc1ccccc1Oc1ccccc1	-3
COC(=O)Nc1c(C(=O)OC)cc(OC)c(OC)c1OC	2
COc1ccc(S(=O)(=O)NCc2ccc(F)cc2)cc1OC	-3
CC(=O)c1c(C)oc2c1c1c(c3ccccc32)OCN(C2CCCCC2)C1	-30
Cc1nnc(SCC(=O)Nc2ccccc2[N+](=O)[O-])[nH]c1=O	-7
O=C(NCC1CCCO1)c1ccc(CN2CCc3ccccc3C2)cc1 (configuration not stated)	-4
Cc1cccc(NC(=O)CN2C(=O)c3ccccc3C2=O)c1C	3
COc1ccc(C(=O)COC(=O)CN2C(=O)NC(C)(C)C2=O)cc1OC	5
Cc1ccc(CNC(=O)c2ccc3c(c2)NC(=O)C(N2CCOCC2)S3)cc1 (configuration not stated)	-7
COC(=O)CSc1nc(NC(C)C)nc(N2CCOCC2)n1	-8
CC(C)N(C(=O)CSc1nnc(-c2cc3ccccc3cc2O)n1Cc1ccco1)C(C)C	-14
Cc1nn(C(C)(C)C)c(OC(=O)COc2ccccc2)c1S(=O)(=O)c1ccccc1	1
COC(=O)c1ccc(Nc2cc(C)nc3nc(C)nn23)cc1	-5
O=S(=O)(Nc1ccc2oc3c(c2c1)CCCC3)c1cccs1	-15
Nc1nnc(SCC(=O)Nc2nc(-c3ccccc3)cs2)s1	-6
COc1ccc2oc(=O)c(-c3csc(C)n3)cc2c1	-23
COc1ccc(COC(=O)C2=C(C)NC3=C(C(=O)CC(c4cccs4)C3)C2c2ccc(OC)c(OC)c2)cc1 (configuration not stated)	-5
c1ccc(-c2cnc(-c3ccc(-c4ncc(-c5ccccc5)o4)cc3)o2)cc1	-1
O=C(Nc1ccc(Br)c2cccnc12)c1ccc(Cn2cc([N+](=O)[O-])cn2)o1	-29
CC(=O)C1=C(O)C(=O)N(Cc2cccnc2)C1c1ccc(O)cc1 (configuration not stated)	-4
CC1CCCCN1C(=O)CSc1nc2ccsc2c(=O)n1Cc1ccccn1 (configuration not stated)	1
CCCc1cc2c(cc1NS(=O)(=O)c1ccc(CCNC(C)=O)cc1)OCO2	-6
Cc1cc(O)c2c(-c3ccccc3)cc(=O)oc2c1	-9
CC(NC(=O)CSc1nnc(COc2ccccc2Cl)o1)c1ccccc1 (configuration not stated)	3
CC(C)C(=O)N1C2=C(C(=O)c3ccccc32)C(c2ccc([N+](=O)[O-])cc2)c2c1n(C)c(=O)n(C)c2=O (configuration not stated)	-2
O=C(CN1CCC(NC(=O)c2ccc(F)cc2)CC1)NCc1ccccc1F	-7
Cc1coc(NC(=O)c2sc3nc(-c4ccncc4)cc(C(F)(F)F)c3c2N)n1	-233
Cc1cc(C)c(C(=O)CC2(O)C(=O)Nc3ccccc32)cc1C (configuration not stated)	-2&-2
CCCCN1C(=O)C(O)(c2c(C)[nH]c3ccccc23)c2ccccc21 (configuration not stated)	3
c1coc(CN2CCN(Cc3ccc4c(c3)OCO4)CC2)c1	-7
Cn1c(=O)c(=O)n(C)c2cc(S(=O)(=O)Nc3ccc(Br)cc3)ccc21	-2
Cc1cc(NCCCN)nc(-c2ccccc2O)n1	1
Fc1ccc(-n2cc(-c3ccccc3)c3c(NCCc4ccccc4)ncnc32)cc1	10
O=C(C1=C(O)C(=O)N(CCN2CCOCC2)C1c1cccnc1)c1ccco1 (configuration not stated)	-10
Cc1cc(NC(=O)CSc2nc3c([nH]c4ccccc43)c(=O)n2-c2ccc(F)cc2)no1	1
CCCCN(CCCC)Cc1c(C)[nH]c2ccc(Br)cc2c1=O	-121
O=C1C2C3C=CC(CC3)C2C(=O)N1c1ccccc1F (configuration not stated)	3
COc1cccc(C(=O)Nc2c3c(nn2-c2ccccc2C)CS(=O)C3)c1OC (configuration not stated)	-6&-6
CC(C)(C)OC(=O)N1Cc2ccccc2C[C@H]1C(=O)O	5
CN[C@H](CC(C)C)C(=O)N[C@H]1C(=O)N[C@@H](CC(N)=O)C(=O)N[C@H]2C(=O)N[C@H]3C(=O)N[C@H](C(=O)N[C@H](C(=O)O)c4cc(O)cc(O)c4-c4cc3ccc4O)[C@H](O)c3ccc(c(Cl)c3)Oc3cc2cc(c3O[C@@H]2O[C@H](CO)[C@@H](O)[C@H](O)[C@H]2O[C@H]2C[C@](C)(N)[C@H](O)[C@H](C)O2)Oc2ccc(cc2Cl)[C@H]1O	2
Cc1ccc(OC(=O)CCC(=O)O)cc1	12
COC(=O)CC1C(=O)NCCN1C(=O)NC1CCCCC1 (configuration not stated)	-1

Another view of some results above:
smiles | 14-3-3g Raf
COc1cccc(C(=O)Nc2c3c(nn2-c2ccccc2C)CS(=O)C3)c1OC (configuration not stated) | -6&-6
Cn1c(=O)c(=O)n(C)c2cc(S(=O)(=O)Nc3ccc(Br)cc3)ccc21 | -2

Additional structures.
SMILES	14-3-3g Raf
NC1=NC(=O)CC(C(=O)NCCc2ccccc2)S1 (configuration not stated)	-6
NC(=O)c1ccccc1NC(=O)c1ccccn1	-6
O=C(Nc1nnc(-c2ccc(Br)cc2)s1)c1ccc(Cl)cc1	-4
O=C(NC1CC1)c1ccc2c(c1)[nH]c(=S)n1c3ccccc3nc21	-3
O=C(NCCCN1CCOCC1)c1ccc2c(c1)N(Cc1ccc(Cl)cc1)C(=O)CS2	-7
O=C(C1CCN(S(=O)(=O)c2ccccc2)CC1)N1CCOCC1	4
CCC(=O)N1CCc2cc(Br)cc(S(=O)(=O)NCCc3cccc(C)c3)c21	-12
O=C(Nc1nccs1)c1cnccn1	0
Cn1c(=O)c(-c2ccccc2)nn2c3ccccc3nc12	-1
Cc1ccc2nc(Nc3nc(CSc4ccc(Cl)cc4)cc(=O)[nH]3)nc(C)c2c1	-14
CCCOc1ccc(C2NC(=O)NC(C)=C2C(=O)OC(C)CC)cc1 (configuration not stated)	6
CC1(C)CC2CC(C)(CN2S(=O)(=O)c2cccc([N+](=O)[O-])c2)C1 (configuration not stated)	2
CCc1ccc(-n2cc(-c3cc4ccccc4oc3=O)[nH]c2=S)cc1	-13
O=C(NO)c1ccccc1O	-12
Cc1cc(C)cc(NC2=C(Cl)C(=O)N(c3cccc(C(F)(F)F)c3)C2=O)c1	-7
O=S(=O)(N=Cc1c(O)ccc2ccccc12)c1cccs1	-2
CCn1c(SCC(=O)OCc2ccccc2)nc2c1c(=O)n(C)c(=O)n2C	-2
O=C(c1ccc(S(=O)(=O)N2CCOCC2)cc1)N1CCN=C1SCc1cccnc1	-10&0
COc1ccccc1CNC(=O)CCS(=O)(=O)c1cccs1	2
CC1CCCC(NC(=O)c2ccc(CNC(=O)c3cccc(Br)c3)cc2)C1C (configuration not stated)	0
O=C(O)C1C2C=CC(C2)C1C(=O)N1CCN(CC=Cc2ccccc2)CC1 (configuration not stated)	5
Cc1c(O)c(CN2CCCC2)cc2c1oc(=O)c1ccccc12	-1
Cc1ccc(C(=O)N2CCN(c3ccc(NC(=O)c4cccnc4)cc3)CC2)cc1	2
Cc1cc(Cl)ccc1OCCCC(=O)NC1CCSC1=O (configuration not stated)	-2
COc1ccc([N+](=O)[O-])cc1N(CC(O)CN1CCCC1)S(=O)(=O)c1ccc(C)cc1 (configuration not stated)	-6
CCOc1cccc2c1OC1(CCCCC1)N1N=C(c3cccnc3)CC21 (configuration not stated)	5
O=C(c1ccncc1)N(c1ccc2oc3c(c2c1)CCCC3)S(=O)(=O)c1cccc([N+](=O)[O-])c1	-5
Cc1cc(C)c(N=c2scc(C)n2Cc2ccccc2)c(C)c1	-11
COc1ccc(CC(=O)Nc2cccc([N+](=O)[O-])c2C)cc1	-5
COC(=O)COc1ccc(S(=O)(=O)N2CCN(c3ccccc3F)CC2)cc1C	-4
O=C(NCc1ccco1)c1cc(-c2ccccc2)nc2ccccc12	-7
COc1ccc(N2C(=O)CSC2c2ccc(Br)cc2)cc1 (configuration not stated)	13

Compound activity: PubChem BioAssay, Emory University Molecular Libraries Screening Center
